Assay outcomes as filed in PubChem.
SENP6 inh – blocks the human protease SENP6; Q9GZR1; Recombinant SENP6 catalytic domain, aminoluciferin luminescence; inhibition, % at 10 µM; 330,000 tested, 1.8% active; AID 2599;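 active = inhibition above about 50% at the single tested dose, limit read from the data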;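 note: plate controls were DMSO wells with enzyme for no effect and DMSO wells lacking enzyme for full effect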
SENP1 inh – SENP1 (human) catalytic domain inhibition; 360,000 tested, 0.21% active; recombinant SENP1 catalytic domain, CyPet-SUMO1-YPet FRET cleavage; inhibition, % at 10 µM; Q9P0U3;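 active = inhibition at least 30% at 10 µM, raw YFP signal under a set limit, fluorescence ratio 0.5 to 1.5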;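 note: 0% = enzyme with DMSO and 100% = no enzyme wells; some results filed as inactive read as strong as hits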
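System: Recombinant human SENP1 catalytic domain, His6-tagged | Incubation: Enzyme reaction for 50 min at room temperature, dark | Medium: Tris pH 8 with BME, BSA, NP40 and catalase | Also added: 25 nM SUMO1 FRET substrate | Compound: 10 µM single point, 0.5% DMSO | Measured by: FRET fluorescence in CFP and YFP emission channels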
PfGluPho inh – PfG6PD (Plasmodium falciparum) enzyme inhibition; PfGluPho enzyme, NADPH resazurin-diaphorase fluorescence; AID 504690; inhibition, % at 20 µM; 350,000 tested, 0.78% active;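 active = inhibition reaching at least a set limit at 20 µM in the primary screen, cut at about 59% in these data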;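 note: 0% = DMSO wells with substrate and 100% = DMSO wells lacking glucose-6-phosphate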
SENP8 block-1 – inhibitors of human SENP8 protease; recombinant SENP8, Nedd8 substrate fluorescence; Q96LD8; AID 602440; 360,000 tested, 0.64% active; inhibition, % at 20 µM; in the data active = inhibition mostly above about 40%, no sharp cut-off; inactive = mostly below about 27%
HKDC1 inh – HKDC1 (human) hexokinase inhibition; AID 493160; 340,000 tested, 0.16% active; recombinant HKDC1, G6PDH/diaphorase resazurin coupled fluorescence; Q2TB90; inhibition, % at 20 µM;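 active = inhibition above about 35% when tested at 20 µM, limit read from the data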;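 note: plate controls were DMSO wells with enzyme for no effect and DMSO wells lacking enzyme for full effect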
Target sequence (Q2TB90 whole entry, looked up): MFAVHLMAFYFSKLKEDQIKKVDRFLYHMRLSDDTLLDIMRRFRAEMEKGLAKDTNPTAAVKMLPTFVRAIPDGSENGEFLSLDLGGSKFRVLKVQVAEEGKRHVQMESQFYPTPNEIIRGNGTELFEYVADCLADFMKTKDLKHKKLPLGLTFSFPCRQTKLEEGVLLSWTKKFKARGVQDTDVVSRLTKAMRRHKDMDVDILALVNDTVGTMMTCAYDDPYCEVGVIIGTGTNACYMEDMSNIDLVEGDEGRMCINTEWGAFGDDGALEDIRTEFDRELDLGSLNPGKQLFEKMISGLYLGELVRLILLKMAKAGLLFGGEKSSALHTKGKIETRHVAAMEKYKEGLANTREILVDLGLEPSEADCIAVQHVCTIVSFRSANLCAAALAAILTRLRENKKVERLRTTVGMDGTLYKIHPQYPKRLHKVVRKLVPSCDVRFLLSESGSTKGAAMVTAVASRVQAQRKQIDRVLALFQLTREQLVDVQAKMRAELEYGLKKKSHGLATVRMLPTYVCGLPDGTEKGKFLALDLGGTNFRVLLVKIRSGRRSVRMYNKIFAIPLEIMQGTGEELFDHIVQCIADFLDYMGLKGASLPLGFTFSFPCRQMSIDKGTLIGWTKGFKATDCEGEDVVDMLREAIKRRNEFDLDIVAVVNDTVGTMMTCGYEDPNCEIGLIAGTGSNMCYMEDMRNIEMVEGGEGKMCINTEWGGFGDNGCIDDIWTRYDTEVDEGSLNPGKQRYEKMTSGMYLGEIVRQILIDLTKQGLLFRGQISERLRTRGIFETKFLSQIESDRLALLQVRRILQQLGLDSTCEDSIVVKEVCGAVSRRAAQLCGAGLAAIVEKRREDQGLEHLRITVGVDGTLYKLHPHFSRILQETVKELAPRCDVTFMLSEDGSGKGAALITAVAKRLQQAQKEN
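Test system: Recombinant HKDC1 (HK5) hexokinase enzyme, produced in-house | Input: HKDC1 at 5 µg/mL | Buffer or medium: Tris pH 8.0 buffer with MgCl2, Tween-20, BSA, BME | Schedule: 90 min reaction incubation at room temperature, dark | Technique: Resazurin-to-resorufin fluorescence via G6PDH and diaphorase coupling, 525/613 nm | Controls: DMSO wells with and without enzyme mix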
SENP7 inh – blocks the human protease SENP7; inhibition, % at 5 µM; Q9BQF6; AID 434973; 330,000 tested, 1.5% active; recombinant SENP7, Z-RLRGG-aminoluciferin luminescence, 40 min;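 active = inhibition above about 50% at the single test dose, limit read from the data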;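 note: plate controls were DMSO with enzyme for no effect and no enzyme buffer wells for full effect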
beta cell repl – inducers of beta-cell replication in MIN6 cells. MIN6 cells proliferation, ATPlite luminescence, 48 h; cells starved in 0.2% serum; 100% = growth in 10% serum. proliferation, % at 10 µM. 330,000 tested, 0.29% active. AID 2380;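 active = compounds whose signal lies at least 3.5 SD above the mean of all wells on their plate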;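 note: 0% = DMSO-treated cells in low-serum medium and 100% = 10% serum control; some compounds called inactive have numbers as strong as hits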
UBC13 inh – inhibitors of human UBC13 polyubiquitin chain formation; P61088; inhibition, % at 20 µM; TR-FRET; 330,000 tested, 0.47% active; in the data active = inhibition above about 45%, passing the limit was not always enough
SENP8 block-2 – inhibitors of human SENP8 protease | AID 2540 | purified SENP8, Z-RLRGG-aminoluciferin cleavage, luminescence | 330,000 tested, 1.2% active | Q96LD8 | inhibition, % at 10 µM; in the data active = inhibition above about 50%
The depositor's hits bear a star; nt = no result given.

(1) O=C(c1ccc(Cn2c(=S)[nH]c3ccccc3c2=O)cc1)N1CCN(c2ccccn2)CC1
(2) COc1ccc([N+](=O)[O-])cc1NC(=O)Cc1c(Cl)cccc1Cl
(3) CCc1noc(C)c1C(=O)Oc1ccc(N(C)S(=O)(=O)c2ccc(C)cc2)cc1
(4) CC(C)OCCCNC(=O)Cn1nc(-c2ccccc2)ccc1=O
(5) COc1ccc(N=CC2CCCCC2=O)c([N+](=O)[O-])c1 (stereo not drawn)
(6) CC(=O)Nc1cccc(NC(=S)Nc2ccc(F)c(Cl)c2)c1
(7) N#Cc1ccc(CN2CCN(CC(=O)NCCc3ccc(Cl)cc3Cl)CC2)cc1
(8) COc1ccc(S(=O)(=O)N2CCOC23CCN(S(=O)(=O)c2ccc([N+](=O)[O-])cc2)CC3)cc1

entry no.	1	2	3	4	5	6	7	8
SENP6 inh	-22	1	-7	-11	nt	-6	-37	0
SENP1 inh	2	0	1	0	4	0	-1	2
PfGluPho inh	6	6	9	0	23	15	-9	-18
SENP8 block-1	-2	7	3	-7	32	-1	8	5
HKDC1 inh	-5	-14	-2	4	5	-3	3	0
SENP7 inh	-7	-3	7	-4	nt	1	5	5
beta cell repl	-5	-2	-6	-3	nt	-1	-1	1
UBC13 inh	4	-15	2	-7	nt	-1	12	2
SENP8 block-2	-13	-8	-4	-4	nt	-3	-1	16

Along the list, from the results shown:
Nos. 3 to 8 in SENP7 inh: 7, -4, nt, 1, 5, 5
Nos. 3 to 8 in SENP8 block-1: 3, -7, 32, -1, 8, 5
Nos. 3 to 8 in HKDC1 inh: -2, 4, 5, -3, 3, 0

Carrying on:
(9) O=C(C[n+]1cc(-c2ccc(Cl)cc2)n2c1CCCCC2)c1ccccc1
(10) COc1cc(SC)ccc1C(=O)N1CCc2ccccc21
(11) CCN1C(=O)c2ccccc2Sc2ccc(C(=O)NCCCN(CC(C)C)CC(C)C)cc21
(12) O=C(Cc1coc2cc3c(cc12)CCC3)NC1CCCCCCC1
(13) CCSc1nnc(NC(=O)c2ccccc2)s1
(14) Cc1nnc(SCC(=O)Nc2nccs2)n1N
(15) CC1CN(S(=O)(=O)c2cccc(C(=O)Nc3ccccc3N3CCOCC3)c2)CC(C)O1 (stereo not drawn)
(16) CC(NC(=O)CN1CCOCC1)c1ccccc1 (stereo not drawn)

entry no.	9	10	11	12	13	14	15	16
SENP6 inh	-4	3	-30	5	53*	-12	-3	-7
SENP1 inh	0	0	4	-3	0	0	2	1
PfGluPho inh	-14	20	-12	-27	62*	-10	-9	-6
SENP8 block-1	0	18	11	10	-16	9	15	13
HKDC1 inh	-4	-6	0	1	-5	-3	-1	-7
SENP7 inh	-2	-2	-1	0	40	-14	3	3
beta cell repl	-4	0	-5	-2	-1	7	-2	2
UBC13 inh	0	4	5	11	1	-2	0	10
SENP8 block-2	-4	-3	-10	1	29	-15	-8	-2

(17) Cc1ccc(C)c(NC(=O)COC(=O)c2cc(=O)c3ccccc3o2)c1
(18) Cc1ccc(OS(=O)(=O)c2cn(C)c(=O)n(C)c2=O)cc1C
(19) Clc1cccc(Cl)c1CSc1nnc(/C=C/c2ccccc2)o1
(20) Cc1ccc(/C=C/C(=O)Nc2ccncc2)o1
(21) O=C(CNC(=O)c1ccc2ccccc2c1)NCc1ccccc1F
(22) COCCCn1c(SCC(=O)Nc2ccc(C(C)=O)cc2)nc2ccccc2c1=O
(23) O=C(COC(=O)c1ccc(-c2ccc([N+](=O)[O-])cc2)o1)NC(=O)NC12CC3CC(CC(C3)C1)C2
(24) O=[N+]([O-])c1ccccc1/C=N/N1CCN(c2ccccn2)CC1

entry no.	17	18	19	20	21	22	23	24
SENP6 inh	-5	-8	-15	-12	-18	-13	-15	-26
SENP1 inh	0	2	1	-4	-1	1	-4	2
PfGluPho inh	-12	-2	17	46	9	-4	32	29
SENP8 block-1	6	26	2	-66	-3	17	-224	22
HKDC1 inh	-5	-4	0	-9	0	3	0	2
SENP7 inh	1	8	14	-3	3	-6	-4	-4
beta cell repl	-1	0	-3	2	0	-1	-2	-1
UBC13 inh	-1	-1	0	-13	12	0	-14	1
SENP8 block-2	5	-6	-11	-3	-1	-11	-6	-19

The list goes on, starting with the last two of the part before.
(23) O=C(COC(=O)c1ccc(-c2ccc([N+](=O)[O-])cc2)o1)NC(=O)NC12CC3CC(CC(C3)C1)C2
(24) O=[N+]([O-])c1ccccc1/C=N/N1CCN(c2ccccn2)CC1
(25) O=c1[nH]c2ccccc2cc1-c1nnn(-c2ccccc2)n1
(26) COc1cc(C(=O)Nc2ccc(NC(=O)C3CCCCC3)nc2)cc(OC)c1OC
(27) CCN(CC(=O)NC(C)C)C(=O)[C@@H](NC(=O)c1ccco1)C(C)C
(28) Cc1cc(C)cc(NC(=O)CSc2cc(C(=O)c3nccn3C)c3ccccc3n2)c1
(29) COc1cccc(N2CCN(C(=O)CCS(=O)(=O)c3ccc4c(c3)oc(=O)n4C)CC2)c1
(30) Cc1ccc(CN(C)C(=O)C2CCN(C(=O)Nc3ccccc3)CC2)o1
(31) COc1ccccc1C(=O)OCCCN=C1NS(=O)(=O)c2ccccc21
(32) CCOc1ccc(NC(=O)C(Cc2ccccc2)NC(=O)C2CCCCC2)cc1 (stereo not drawn)

entry no.	23	24	25	26	27	28	29	30	31	32
SENP6 inh	-15	-26	-16	-28	-24	8	1	-13	-15	7
SENP1 inh	-4	2	-4	0	0	2	0	0	2	2
PfGluPho inh	32	29	16	-17	-7	-3	11	-1	-11	12
SENP8 block-1	-224	22	-320	16	-2	19	4	8	7	14
HKDC1 inh	0	2	-5	5	-2	8	-1	-6	-5	-10
SENP7 inh	-4	-4	7	5	5	5	-1	-10	0	4
beta cell repl	-2	-1	-5	0	0	-1	-6	1	-2	0
UBC13 inh	-14	1	-12	9	15	-6	-8	-1	1	-2
SENP8 block-2	-6	-19	-14	6	4	2	6	4	-12	0

Three compounds from above, reduced to SENP8 block-2, beta cell repl and SENP8 block-1:
#	molecule	SENP8 block-2	beta cell repl	SENP8 block-1
28	Cc1cc(C)cc(NC(=O)CSc2cc(C(=O)c3nccn3C)c3ccccc3n2)c1	2	-1	19
29	COc1cccc(N2CCN(C(=O)CCS(=O)(=O)c3ccc4c(c3)oc(=O)n4C)CC2)c1	6	-6	4
30	Cc1ccc(CN(C)C(=O)C2CCN(C(=O)Nc3ccccc3)CC2)o1	4	1	8

Next part:
(33) COc1ccc2oc(=N)c(C(=O)Nc3ccc(Cl)cc3)cc2c1
(34) COC(=O)c1ccc(-c2sc3nc(N4CCOCC4)c4c(c3c2N)CCCC4)o1
(35) Cc1c(C(=O)OCc2ccccc2)nnn1-c1nonc1N
(36) CCOc1cc(N2CCOCC2)c(OCC)cc1NC1=NCCCCC1
(37) O=C1Nc2ccc(Cl)cc2C12OCCCO2
(38) O=C(CSc1ccc(-c2ccncc2)nn1)N1CCN(c2ccccc2)CC1
(39) Cc1cc(C)n(S(=O)(=O)c2ccc(F)cc2)n1
(40) CN(C)S(=O)(=O)c1ccc(Cl)c(NC(=O)COC(=O)CNC(=O)c2ccco2)c1

entry no.	33	34	35	36	37	38	39	40
SENP6 inh	20	-17	-7	8	5	-4	8	6
SENP1 inh	-44	nt	2	1	2	3	1	3
PfGluPho inh	-7	30	-17	15	-1	-17	-2	-22
SENP8 block-1	-173	nt	26	36	18	21	4	5
HKDC1 inh	8	10	2	6	-4	-1	-4	1
SENP7 inh	-5	2	-2	0	1	1	-4	0
beta cell repl	-2	0	-1	0	-1	-4	-2	-2
UBC13 inh	-3	-2	0	-9	6	2	3	-4
SENP8 block-2	-2	-6	-1	2	-3	6	-6	-5

(41) O=c1[nH]c(=O)n(C2CCCCCC2)c(O)c1C=NCc1ccc(F)cc1
(42) CCO/C=N/c1c(C#N)c(CC#N)nn1-c1ccccc1
(43) Cc1ccc(NC(=O)CCNC(=O)c2ccc(Cl)cc2)cc1C
(44) COc1ccccc1CNC(=O)CCCc1ccccc1
(45) CCCCC(=O)Nc1cc(NC(=O)CC)ccc1Cl
(46) CC1=C(C(=O)Nc2ccccc2)C(c2cccs2)NC(=O)N1 (stereo not drawn)
(47) CCOC(=O)c1c(C)nn(-c2ccc(NC(=O)CSCC(=O)O)cc2)c1C
(48) CCN1CCN(c2ccc(S(=O)(=O)N3CCOCC3)cc2NC(=O)COc2ccc(F)cc2Cl)CC1
(49) O=C(OC(C(=O)NCc1ccc2c(c1)OCO2)c1ccccc1F)c1ccco1 (stereo not drawn)
(50) O=C(CN1CCC(NC(=O)Nc2ccccc2)CC1)Nc1ccc([N+](=O)[O-])cc1
(51) COc1ccc2oc(C(=O)OCC(=O)N3CCN(C(C)=O)CC3)c(C)c2c1

entry no.	41	42	43	44	45	46	47	48	49	50	51
SENP6 inh	-21	-7	-11	1	-3	-4	-25	-3	-13	-12	11
SENP1 inh	1	-37	1	2	1	-1	0	0	2	1	-3
PfGluPho inh	10	0	9	2	-9	10	-7	10	2	-15	6
SENP8 block-1	11	-16	18	8	4	10	13	-4	26	22	-421
HKDC1 inh	3	-3	6	14	-4	-5	-4	-2	-1	1	-2
SENP7 inh	4	-2	1	-5	8	-4	7	-9	-5	-1	1
beta cell repl	0	3	-6	0	-1	4	-1	-2	-2	0	1
UBC13 inh	9	5	6	-14	1	9	-1	1	-6	41	8
SENP8 block-2	4	-6	-4	-7	8	-7	-9	-7	-11	-1	-1
